# T cell HTS: modulates CD8 T cell binding to vesicles; 0.068% of 330,000 active; 2C CD8+ T cell-vesicle binding, flow cytometry; hits give low values; AID 2052; calls only at 7 µM;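 active means response, share of CD8 T cells binding vesicles, and their 90th percentile fluorescence all below set limits, cut at about 80% in these data, passing the limit was not always enough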
#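 Incubation: binding step 1.5 h, 37 °C, antibody labelling 20 min, ice; system: murine 2C transgenic CD8+ T lymphocytes; technique: cytometric PE anti-B7-1 and Alexa647 anti-CD8 signals after 1% paraformaldehyde fixation; also added: QL9-charged Drosophila Ld/ICAM-1/B7-1 vesicles; control set: naked versus QL9-loaded vesicles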
# Insulin prom up: MIN6 insulin promoter up-regulation; 0.3% of 190,000 active; MIN6 insulin promoter-GFP reporter, high-content imaging; hits give high values; AID 1625; z-score at 5 µM;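 active means z-score above 3 at 5 µM with at least 500 cells counted in the well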
# Lipid droplet: hepatic lipid droplet formation modulation; AID 1656; inhibition, % at 6.5 µM; AML12 mouse hepatocytes, oleate lipid droplets, BODIPY imaging; 0.4% of 240,000 active;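 active means lipid droplet intensity inhibited by at least 50%, with more than 500 cells counted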
#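 Test system: AML12 hepatocytes (mouse); reagent: oleate loading, 100 µM; dosing: one dose, 6.5 µM compound; incubation: overnight exposure; signal: fluorescence imaging, 20x objective, two fields per well; read-out basis: % inhibition of corrected integrated BODIPY droplet signal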
# Myeloid diff MLP: promotes myeloid progenitor differentiation; ER-HoxA9 myeloid progenitors, lysozyme-GFP differentiation, flow cytometry; calls only at 10 µM; 1% of 360,000 active; AID 624256;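 active means normalized GFP-positive differentiation at or above the plate's own cutoff, the solvent-only control mean plus 3 SD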;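 further: cells exposed to compound for four days before flow analysis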
# PMI inhibitors: MPI enzyme activity inhibition – biochemical, fluorescence intensity, coupled assay, primary screen (AID 1209); purified PMI enzyme, coupled fluorescence intensity; higher % means a stronger effect; one-dose inhibition, % at 20 µM; IC50 in µM for titrated hits; 0.42% of 190,000 active; in the data active means inhibition above about 50%;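 further: plate controls were DMSO vehicle for no effect and wells lacking substrate for full effect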
# TNAP activators: stimulation of alkaline phosphatase TNAP activity – biochemical, luminescent, no phosphate acceptor, uHTS, primary screen (AID 1001); one-dose activation fold at 20 µM; EC50 in µM for titrated hits; 0.03% of 200,000 active; purified TNAP, luminescent activation assay, no phosphate acceptor; higher activation fold means a stronger effect; in the data active means activation fold from about 3, or a potency from the dose series; inactive means the rest, 99 in 100 with activation fold below about 1.6; further: many of its hits are not listed in these tables
# Dynein cargo inh: blocks dynein driven cargo transport along microtubules. z-score, hits read low. 3617.4 mouse cells, GR-EGFP nuclear translocation imaging; test concentration mostly 20 µM; stimulated with dexamethasone, 1 µM; hits give low values. 0.47% of 220,000 active. AID 1381;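 active means plate z-score of nuclear minus cytoplasmic receptor signal below a set negative limit, without overly bright fluorescence or cell loss, cut at about -3.5 in these data, passing the limit was not always enough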;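 further: z-score of nuclear minus cytoplasmic ring GR-EGFP intensity difference per well; some compounds called inactive have numbers as strong as hits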
#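 Buffer or medium – tet-free medium with charcoal-stripped serum · Signal – automated 10x imaging of fixed Hoechst-stained cells · Also added – dexamethasone agonist, 1.0 µM final, for 30 min · Incubation – induction 48 h, compound 1 h, agonist 30 min · Read-out – GR-EGFP nuclear translocation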
# MT stabilize HCS: microtubule stabilization, imaging screen | HeLa tubulin immunostaining HCS, 24 h; share of cells brighter than vehicle mean+2SD | % tubulin-high responders, % at 10 µM | 0.83% of 200,000 active | AID 2205;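 active means plate Z-score above 3 for both tubulin-high and condensed-nucleus cell shares, with cell loss under 80%, at 10 µM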;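 further: anti alpha tubulin signal scored within the nucleus-defined area of each cell; some results filed as inactive read as strong as hits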
# b-catenin transl: beta-catenin nuclear translocation modulation; HeLa beta-catenin nuclear translocation, immunofluorescence imaging; nuclear translocation activity, % at 5 µM; 0.3% of 190,000 active; AID 1665;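 active means nuclear translocation activity above 50% at 5 µM, with a well cell count of 50 or more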;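 further: per-cell ratio of nuclear to cytoplasmic median beta-catenin stain intensity; plate controls were DMSO negative control for no effect and GSK-3 inhibitor IX positive control for full effect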
#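 assay system = human HeLa cells, endogenous beta-catenin | times = compound treatment 24 h, 37°C, 5% CO2 | detection = Anti-beta-catenin immunofluorescence on PFA-fixed, Triton-permeabilized cells, DAPI nuclei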
# Dynein cargo inh cytoplasmic EGFP: further read-out of Dynein cargo inh, marked with its call; z-score; measured here: cytoplasmic GR-EGFP intensity; hits give high values
# Dynein cargo inh nuclear GR-EGFP: recorded beside Dynein cargo inh, whose call it bears; z-score; measured here: nuclear GR-EGFP intensity;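 lower value marks the stronger effect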
# Dynein cargo inh cell count: further read-out of Dynein cargo inh, marked with its call; z-score; measured here: cell count per field
# Insulin prom up cell count: further read-out of Insulin prom up, marked with its call; cell count; measured here: cytotoxicity, nuclei count;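 total cells summed across four imaged fields per well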
# Lipid droplet cells 6.5 µM: recorded beside Lipid droplet, whose call it bears; cell count; measured here: cell count, cytotoxicity flag;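 cells counted across two imaged fields per well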
# b-catenin transl cell count 5 µM: second read-out of b-catenin transl, no call of its own (marks repeat the call); cell count; measured here: cell count, cytotoxicity flag
# T cell HTS vesicle-bound %: recorded beside T cell HTS, whose call it bears; double positive events, %; measured here: CD8+ vesicle-bound cell fraction;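 binding gate set so that unloaded-vesicle control wells show 10% double positive cells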
# MT stabilize HCS Hoechst-high %: further read-out of MT stabilize HCS, marked with its call; % Hoechst-high responders; measured here: nuclear condensation Hoechst responders;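 share of cells brighter than vehicle mean plus two SD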
# MT stabilize HCS cytotoxicity %: second read-out of MT stabilize HCS, no call of its own (marks repeat the call); toxicity, %; measured here: cytotoxicity by cell density;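 0% = mean cell density of plate MIN control wells and 100% = no cells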
# Myeloid diff MLP GFP+ MAC1+ %: second read-out of Myeloid diff MLP, no call of its own (marks repeat the call); GFP+ MAC1+ double positive, %; measured here: differentiation confirmed by MAC1 staining
# * = called active by the depositor; i = inactive; . = not tested or not shown; + = active, no number.
# The opening 2 entries as a preview:
SMILES,T cell HTS,T cell HTS vesicle-bound %,Insulin prom up,Insulin prom up cell count,Lipid droplet,Lipid droplet cells 6.5 µM,Myeloid diff MLP,Myeloid diff MLP GFP+ MAC1+ %,PMI inhibitors,TNAP activators,Dynein cargo inh,Dynein cargo inh cytoplasmic EGFP,Dynein cargo inh nuclear GR-EGFP,Dynein cargo inh cell count,MT stabilize HCS,MT stabilize HCS Hoechst-high %,MT stabilize HCS cytotoxicity %,b-catenin transl,b-catenin transl cell count 5 µM
Cc1cc(N/N=C/c2ccc([N+](=O)[O-])o2)nc2ccccc12,i,5.1,.,.,2.9,669,+,3.7*,-12.3%,0.9,-0.532,1.4,0.101,0.119,2.9,1.6,1.9,2.3,1064
COc1cc(-c2nnc(SCC(=O)c3ccc(C)cc3)o2)cc(OC)c1OC,i,25.8,-0.35,1645,-7.1,536,i,1.1,17.5%,1.1,-0.789,-0.242,-0.639,0.922,5.0,2.3,0.6,1.5,1014

# Main list (from the top)
SMILES,T cell HTS,T cell HTS vesicle-bound %,Insulin prom up,Insulin prom up cell count,Lipid droplet,Lipid droplet cells 6.5 µM,Myeloid diff MLP,Myeloid diff MLP GFP+ MAC1+ %,PMI inhibitors,TNAP activators,Dynein cargo inh,Dynein cargo inh cytoplasmic EGFP,Dynein cargo inh nuclear GR-EGFP,Dynein cargo inh cell count,MT stabilize HCS,MT stabilize HCS Hoechst-high %,MT stabilize HCS cytotoxicity %,b-catenin transl,b-catenin transl cell count 5 µM
Cc1cc(N/N=C/c2ccc([N+](=O)[O-])o2)nc2ccccc12,i,5.1,.,.,2.9,669,+,3.7*,-12.3%,0.9,-0.532,1.4,0.101,0.119,2.9,1.6,1.9,2.3,1064
COc1cc(-c2nnc(SCC(=O)c3ccc(C)cc3)o2)cc(OC)c1OC,i,25.8,-0.35,1645,-7.1,536,i,1.1,17.5%,1.1,-0.789,-0.242,-0.639,0.922,5.0,2.3,0.6,1.5,1014
COc1ccc(OC)c(C(=O)c2coc3ccc(OCC(=O)O)cc23)c1,i,25.0,.,.,2.0,831,i,0.3,-1.6%,1.2,0.984,-0.443,0.314,0.192,1.8,1.5,6.4,-1.3,1126
CC(C)N(Cc1ccccc1)C(=S)NCCN1CCOCC1,i,21.2,-0.51,1514,3.1,684,i,0.0,0.0%,1.1,-0.819,-0.251,-0.215,0.317,3.2,0.9,2.8,-2.2,1094
CC1CN(Cc2ccccn2)CCC1=O (stereo not drawn),i,53.1,0.18,1264,3.1,647,i,0.5,-18.1%,1,-0.314,-0.284,-0.588,0.418,3.5,4.2,6.0,4.0,471
O=C(Nc1cccc(C(F)(F)F)c1)c1ccc(-n2cncn2)nc1,i,53.8,-0.05,1269,-8.4,694,i,0.5,3.8%,1.1,-0.994,-0.203,-0.469,0.891,3.2,2.8,7.1,-2.0,1140
COc1ccc(OCc2nnc(SCC(N)=O)n2-c2ccccc2OC)cc1,i,12.2,0.6,917,.,.,i,5.6,-3.6%,1.1,0.619,-0.308,0.357,-0.379,5.0,3.1,7.1,-2.1,1144
CC1=C(C#N)C(c2cccnc2)C2=C(CC(c3ccc(Cl)cc3)CC2=O)N1 (stereo not drawn),i,20.6,.,.,1.8,862,i,1.0,-5.0%,1.2,-0.845,-0.232,-0.21,0.207,2.1,1.9,7.3,.,.
NC(=O)COC(=O)c1ccc(C(=O)C(=O)c2ccccc2)cc1,i,49.4,0.99,1248,11.6,731,i,0.0,-61.9%,1,-0.0768,-0.197,-0.173,-0.117,2.0,2.3,7.9,1.7,1042
O=C(CCNC(=O)c1ccccc1Cl)Nc1ccc(Cl)c(C(F)(F)F)c1,i,63.1,1.05,1225,-0.9,618,i,0.1,-0.1%,1,0.275,-0.212,0.562,-0.766,1.3,1.0,5.1,.,.
Clc1ccc(-c2nnc(-c3ccccc3)nc2-c2c[nH]c3ccccc23)cc1,i,45.2,-0.19,1636,-0.5,639,i,0.4,-5.7%,1.1,-0.709,-0.152,-0.484,-0.618,2.8,1.7,0.3,-4.8,1100
CC(=O)N1C(C)(C)CC(=NOC(=O)c2ccccc2)CC1(C)C,i,13.9,0.33,1480,15.0,683,i,0.3,-9.9%,1,-0.425,-0.26,-0.115,0.474,3.3,2.0,6.6,-0.8,1463
CC(=O)c1ccc(OCC(O)CN2CCN(CCO)CC2)cc1 (stereo not drawn),i,37.5,-0.55,1832,13.5,657,i,3.5,11.1%,1.2,0.098,-0.209,0.356,0.00768,5.2,2.1,6.2,-2.0,1174
CCCOc1ccc(NC(=O)OC2CCN(C)CC2)cc1,i,59.8,-0.3,1355,-33.0,726,i,0.2,-5.0%,1.1,-1.19,-0.28,-0.817,0.46,4.5,2.2,8.2,.,.
O=[N+]([O-])c1cc(Cl)cc(/C=N\Nc2ccccn2)c1O,i,40.2,-1.69,846,.,.,.,.,-18.4%,0.8,-0.109,-0.222,-0.227,0.627,1.3,0.4,28.7,1.7,1049
CC1(NC(=O)NCc2ccco2)CCS(=O)(=O)C1 (stereo not drawn),i,51.6,0.14,1356,15.5,657,i,0.4,8.0%,1.1,-0.629,-0.238,-0.383,0.584,3.0,2.4,13.0,0.2,912
O=C(NCc1ccccc1)c1onc(CSc2ccc(F)cc2)c1C(=O)NCCCN1CCOCC1,i,16.0,-1.32,1125,.,.,i,2.0,3.0%,1.1,-0.448,-0.19,0.231,0.477,3.7,1.9,6.5,1.7,1378
Cc1cccc(C)c1NC(=O)Cn1nnc(-c2ccc(N3CCOCC3)cc2)n1,i,48.2,0.08,1261,14.6,785,i,2.5,-5.5%,1.2,-0.814,-0.237,-0.403,2.01,2.5,1.7,5.0,-2.2,1194
CCCNC(=O)c1ccc2c(=O)c(O)c(-c3ccc(Cl)c([N+](=O)[O-])c3)[nH]c2c1,i,21.0,-2.27,702,.,.,i,2.3,.,.,-0.222,-0.761,0.0513,-0.0575,.,.,.,0.4,1209
CCOc1ccc(OCC)c(NC(=O)CN(c2ccc(C)cc2)S(=O)(=O)c2c(C)noc2C)c1,i,51.2,-0.43,1177,2.1,846,i,1.7,6.8%,1.1,-0.872,-0.229,-0.287,1.14,3.2,2.3,9.1,.,.
CCN(CC(=O)NC(C)C)C(=O)[C@H](C)NC(=O)c1ccc(Br)cc1,i,28.0,0.08,1326,12.5,683,i,0.7,12.7%,0.9,0.985,-0.163,0.0258,-0.607,3.0,2.2,9.8,1.2,981
COc1ccc(C2=NOC3(CC(=O)N(c4ccc5ccccc5c4)C3=O)C2)c(OC)c1 (stereo not drawn),i,42.2,0.07,1154,.,.,i,1.3,3.1%,1,0.0454,-0.196,0.404,1.04,2.6,1.5,11.3,-0.1,837
O=C(Nc1ccccc1)Nc1cc([N+](=O)[O-])ccc1F,i,3.9,0.63,1266,4.7,585,i,0.9,9.8%,1.1,-0.229,-0.278,-0.5,0.544,6.2,2.7,6.0,-2.1,1082
O=C(Cc1cccs1)Nc1cc(SCCO)cc([N+](=O)[O-])c1,i,38.1,-0.46,1307,1.2,748,i,0.3,3.2%,1.1,0.973,-0.308,0.175,-0.316,2.9,2.2,4.8,.,.
Cc1noc(NC(=O)c2ccccc2)c1C#N,i,27.4,0.87,1861,-25.6,608,i,0.8,12.7%,1,-0.298,-0.195,-0.465,0.41,1.5,1.6,8.6,0.2,1094
c1ccc(CCC2CCCCN2Cc2nc(-c3ccc4c(c3)OCO4)no2)nc1 (stereo not drawn),i,14.4,-0.13,1413,-6.1,724,i,0.7,11.0%,1,-0.0506,-0.242,0.137,0.347,3.0,1.5,7.3,0.6,1094
O=C1c2ccccc2NC(c2ccccc2)N1NS(=O)(=O)c1ccccc1 (stereo not drawn),i,67.6,0.34,1345,24.3,678,i,0.7,7.9%,1.1,-9.17e-05,-0.314,-0.16,0.0698,2.3,3.4,6.3,0.3,1114
O=C(COc1ccc(S(=O)(=O)NC2CCCC2)cc1)N1CCCCCC1,i,41.8,0.59,1272,9.6,728,i,2.0,2.5%,1.1,0.348,-0.262,0.0622,0.058,4.8,3.1,4.9,.,.
CC(=O)c1cnc(-c2cccc(Cl)c2)s1,i,33.6,0.02,1582,6.4,669,i,0.5,-3.0%,1.1,0.944,-0.302,0.252,-0.534,4.1,1.5,11.3,-3.9,1117
Cc1ccc(-c2noc(CN(C(=O)Cc3ccccc3)C(C)C)n2)cc1,i,15.7,-0.27,840,9.8,831,i,0.9,7.4%,1.1,-0.81,-0.221,-0.286,2.19,1.5,1.4,8.7,2.0,1070
O=C(c1ccccn1)c1conc1C(=O)c1ccc(Br)cc1,i,39.9,-0.8,1390,.,.,i,2.4,15.0%,1.2,-1.17,-0.155,-0.529,0.366,1.3,2.0,8.7,-1.1,1412
O=C(CSc1n[nH]c(=O)[nH]c1=O)Nc1ccc2c(c1)C(=O)c1ccccc1C2=O,i,36.4,1.02,1168,2.5,803,i,0.6,.,.,1.11,-0.214,0.398,-0.751,.,.,.,0.1,1370

# Compound activity as filed in PubChem.

# No enrichment for hits, and some 3% of all compounds hit somewhere here.
